RNase H inhibition – RNase H inhibition, HIV 1 Gag Pol polyprotein, FRET biochemical assay, screening (AID 372) | inhibition, % at 10 µM, or IC50 in µM where a hit was titrated | HIV-1 RT RNase H, FRET RNA/DNA substrate fluorescence; higher % means a stronger effect | actives 0.77% (n = 100,000); in the data active means inhibition above about 50%
An asterisk follows results filed as active. Not all compounds are listed; the hit share may differ from the screen's.

SMILES | RNase H inhibition
COc1ccc(C(=O)COC(=O)c2ccc(N3C(=O)C4C5C=CC(C6CC56)C4C3=O)cc2)cc1 (centres undefined) | 9%
COc1ccc(C2C(C(=O)OC3CCCCC3)=C(C)NC3=C2C(=O)CCC3)c(OC)c1OC (centres undefined) | 0%
Cc1ccc(S(=O)(=O)N2c3ccccc3C(C)CC2(C)C)cc1 (centres undefined) | 0%
N#C/C(=C\c1cccc2ccccc12)c1nc(-c2ccccc2)cs1 | 27%
CCOc1cccc(OCCCOc2ccccc2Br)c1 | 0%
O=C(/C=C/c1ccc2c(c1)OCO2)Nc1ccccc1C(=O)O | 4%
CC1=C(C(=O)Nc2ccc(C)cc2)C(c2ccc(F)cc2)NC(=S)N1 (centres undefined) | 0%
COC(OC)C12c3ccccc3C(c3ccccc31)C1C(=O)N(Cc3ccco3)C(=O)C12 (centres undefined) | 14%
COc1ccc(Br)cc1/C=N/Nc1ccc([N+](=O)[O-])cc1 | 12%
COC(=O)C(NC(=O)c1ccc(Cl)cc1Cl)c1ccccc1 (centres undefined) | 15%
COc1ccc(C)cc1NC(=O)c1ccccc1I | 2%
CCN1C(=O)/C(=C2\SC(N)=NC2=O)c2cc(Br)ccc21 | 31%
CS(=O)(=O)N(Cc1ccccc1)c1ccc(C(=O)N2CCN(Cc3ccccc3)CC2)cc1 | 0%
C/C(=N\Nc1cc(-c2ccccc2)nc(-c2ccc(Br)cc2)n1)c1ccc(F)cc1 | 10%
Cc1c(C(=O)Oc2ccc3c(c2)C(C)CC(C)(C)N3)cccc1[N+](=O)[O-] (centres undefined) | 21%
CCc1ccccc1NC(=O)c1cc(Cl)ccc1OC | 4%
COc1cc(C2C(C(C)=O)C(=O)CC(C)(O)C2C(C)=O)ccc1O (centres undefined) | 4%
O=C(Cc1cccs1)Nc1ccc(Cl)c([N+](=O)[O-])c1 | 13%
CCCC1=NN(C(=O)c2ccccc2Cl)C(O)(C(F)(F)F)C1 (centres undefined) | 0%
CCCCCOC(=O)COc1ccc(S(=O)(=O)c2ccc(OCC(=O)OCCCCC)cc2)cc1 | 24%
CCC(=O)Nc1ccc2oc(-c3ccccc3F)nc2c1 | 12%
O=C(CC1Sc2ccccc2NC1=O)Nc1ccc(F)cc1 (centres undefined) | 9%
COc1ccc(C(=O)c2c(C)oc3c2cc(OC)c2ccccc23)cc1 | 18%
Cc1oc(-c2ccccc2)cc1C(=O)Nc1ccc(CC(=O)O)cc1 | 0%
COc1cc(/C=C2/C(=O)NC(=S)N(c3ccc(F)cc3)C2=O)cc(Br)c1O | 21%
Cc1ccc(C)c(N2CCN(Cc3c4ccccc4cc4ccccc34)CC2)c1 | 5%
CCCC(=O)Nc1ccc(NC(=O)c2ccco2)cc1 | 12%
COc1cc([N+](=O)[O-])ccc1NC(=O)c1ccc(C(C)(C)C)cc1 | 0%
O=C(CSc1nc2sc3c(c2c(=O)[nH]1)CCCC3)NCCO | 5%
O=C(Nc1ccc(Cl)cn1)c1cc(Br)ccc1Cl | 12%
COc1ccc(NC(=O)Nc2ccc(Cc3ccncc3)cc2)cc1 | 12%
COc1ccc(/C=N/NS(=O)(=O)c2ccccc2)cc1Cl | 1%
O=C(NC(=S)Nc1ccc(Cl)c(-c2nc3ccccc3o2)c1)c1ccccc1Br | 24%
Cc1cc(C)n(C(=O)c2cccc(F)c2F)n1 | 3%
CCOc1ccc(N2C(=O)NC(=O)/C(=C\c3ccc(I)o3)C2=O)cc1 | 5%
O=C(NC(=S)Nc1cccc(NC(=O)c2ccco2)c1)c1ccco1 | 0%
O=C(NCc1ccccn1)c1ccccc1Br | 0%
COc1cccc(NC(=O)c2cccc(N3C(=O)c4ccccc4C3=O)c2)c1 | 8%
COc1ccc(O)c(/C=N/NC(=O)c2cccc(N3CCCC3=O)c2)c1 | 16%
Cc1cccc(C(=O)Nc2cccc(C(=O)Nc3ccccc3Cl)c2)c1 | 13%
CCCS(=O)(=O)C(=C(Nc1ccc(CC)cc1)Nc1ccc(CC)cc1)S(=O)(=O)CCC | 13%
O=C(c1cc(Cl)ccc1Cl)n1nnc2ccccc21 | 21%
Nc1nnc(SCc2cccc3ccccc23)s1 | 0%
CC(C)(C)c1ccc(-c2n[nH]c(=S)n2N=Cc2c(O)ccc3ccccc23)cc1 | 11%
O=C1/C(=C/c2ccc(-c3ccccc3[N+](=O)[O-])o2)SC(=Nc2ccccc2)N1c1ccccc1 | 32%
CC(C)(C)C1=CC(=Nc2ccc(Br)cc2)C=C(C(C)(C)C)C1=O | 2%
CCc1ccc(N2C(=O)NC(=O)/C(=C\c3cc(I)c(OC)c(OC)c3)C2=O)cc1 | 0%
c1ccc2c(c1)nnn1c3ccccc3nc21 | 6%
CCCCN(Cc1ccccc1)C(=O)C1CCN(Cc2cc(OC)c(OC)c(OC)c2)CC1 | 14%
CC1CCC(C(C)C)C(=O)/C1=C\c1ccc(N=Cc2ccccc2O)cc1 (centres undefined) | 6%
COc1cc(/C=C2/SC(=S)NC2=O)cc(Cl)c1OC(C)C | 13%
CC1CN(C(=O)c2cccc(Cl)c2)CCN1C(=O)c1cccc(Cl)c1 (centres undefined) | 6%
COc1ccc(CCC(=O)C(C)(C)OC(C)=O)cc1 | 7%
CC(O)(C(=O)NN=C1CCCC1)c1ccccc1 (centres undefined) | 5%
C/C(=N\NC(=O)c1ccccc1Cl)c1ccncc1 | 3%
COc1ccc(C(=O)NC(=S)Nc2ccc3oc(-c4ccccc4)nc3c2)cc1Br | 47%
CCOC(=O)C1=C(C)N=c2s/c(=C\c3cc(C)n(-c4ccc(Cl)cc4)c3C)c(=O)n2C1c1cc(OC)ccc1OC (centres undefined) | 16%
CCc1ccc(/C(C)=N/Nc2cc(-n3cc(C)cn3)ncn2)cc1 | 3%
CCOC(=O)C(CCCCCOc1ccccc1[N+](=O)[O-])C(=O)OCC | 15%
O=C1c2ccccc2C(=O)c2c1ccc1c(=O)n(-c3ccc(Br)cc3)[nH]c21 | 4%
Carrying on:
SMILES | RNase H inhibition
Cc1c(C(=O)Nc2cccc(-c3nc4cc(Cl)cc(Cl)c4o3)c2)cccc1[N+](=O)[O-] | 5%
Cc1ccc(/C=N/NC(=O)c2cccc(I)c2)s1 | 8%
CCOC(=O)CNC(=O)c1ccc(Cl)c([N+](=O)[O-])c1 | 15%
O=c1[nH]c(=O)n(Cc2ccccc2)cc1Cl | 2%
COc1ccc(Cl)cc1N(CC(=O)N1CCCC1)S(=O)(=O)c1ccccc1 | 2%
Cc1ccc(Nc2cc(N3CCOCC3)c(N)c3c2C(=O)c2ccccc2C3=O)cc1 | 19%
CC1=NN(c2ccccc2)C(=O)/C1=C\c1cn(CCC#N)nc1-c1ccc(-c2ccccc2)cc1 | 21%
Cc1ccc(C(=O)O)cc1N1C(=O)c2ccc(Oc3cccc([N+](=O)[O-])c3)cc2C1=O | 26%
O=C(CCNc1n[nH]c(=O)[nH]c1=O)N/N=C/c1ccc(C(F)(F)F)cc1 | 6%
COCCCN1C(=O)/C(=C/c2ccc3c(c2)OCO3)SC1=S | 4%
Cc1c(NC(=O)C(Sc2ccccc2)c2ccccc2)c(=O)n(-c2ccccc2)n1C (centres undefined) | 0%
Oc1c(Br)cc(Cl)cc1C=Nc1ccc(I)cn1 | 8%
Cn1c(/N=C/c2cccs2)nc2ccccc21 | 5%
O=C(N/N=C/c1cc(Br)ccc1OC(=O)c1ccco1)c1cccnc1 | 8%
CC(C)(C)c1cc(CCC(=O)OCC2(COC(=O)CCc3cc(C(C)(C)C)c(O)c(C(C)(C)C)c3)CC=CCC2)cc(C(C)(C)C)c1O | 12%
CCCOc1ccc(N2C(=O)CC(N3CCCCC3CC)C2=O)cc1 (centres undefined) | 0%
Cc1ccc(N2C(=O)NC(=O)/C(=C/c3ccc(-c4ccc(Cl)c(Cl)c4)o3)C2=O)cc1 | 29%
O=C(Nc1ccc(Br)cc1)c1cc2ccccc2oc1=O | 7%
Cc1ccc2oc(-c3ccc(NC(=O)c4ccccc4[N+](=O)[O-])cc3)nc2c1 | 6%
Oc1ccccc1-c1nc(-c2ccccc2)no1 | 1%
Cc1ccc(C2=C/C(=C/c3ccccc3[N+](=O)[O-])C(=O)O2)cc1 | 6%
Cc1ccccc1C(=O)Nc1ccc(Cl)c(Cl)c1 | 15%
CC(=O)Nc1cccc(-c2csc(Nc3cc(C)ccn3)n2)c1 | 17%
CSc1nnc2c(n1)OC(c1ccc(C)o1)N(C(C)=O)c1ccccc1-2 (centres undefined) | 5%
COc1cc(C(=O)NC(NC(=S)Nc2cccc(Br)c2)C(Cl)(Cl)Cl)cc(OC)c1OC (centres undefined) | 9%
Cc1cccc(OCC(=O)O/N=C(\N)c2ccc(Cl)cc2)c1 | 14%
O=[N+]([O-])c1ccc(Oc2ccc(S(=O)(=O)N/N=C\c3ccccc3)cc2)cc1 | 9%
COc1cc(/C=N\NC(N)=O)ccc1OC(=O)c1cc(F)c(F)cc1Cl | 16%
O=C(O/N=C(/c1ccccc1)c1ccncc1)c1ccc(Cl)cc1Cl | 18%
COC(=O)c1c(NC(=O)COc2ccc(C)cc2C)sc2c1CCC(C)C2 (centres undefined) | 2%
Cc1cc(=O)oc2c(C)c(OCc3ccccc3)ccc12 | 15%
Cc1cc(Br)cc(C)c1NC(=S)NC(=O)c1ccccc1 | 26%
COc1ccc(N2C(=O)NC(=O)/C(=C\c3ccsc3)C2=O)cc1 | 5%
CC1=C(C(=O)OCc2ccccc2)C(c2ccc(O)cc2)C2=C(CC(c3ccccc3)CC2=O)N1 (centres undefined) | 13%
CCOC(=O)/C(C#N)=C/Nc1ccc2ccccc2c1 | 2%
Cc1ccc(-n2[nH]c(C)c(C=Nc3ccc([N+](=O)[O-])cc3)c2=O)cc1 | 11%
c1cc(-c2nc3ccccc3s2)nc(-c2nc3ccccc3s2)c1 | 3%
Cc1cccc(C)c1NC(=O)COc1ccccc1O | 0%
Cc1nc2ccc(NC(=S)N(C)C)cc2nc1C | 0%
c1ccc2c(OCCCCCCN3CCCCC3)cccc2c1 | 15%

Part of the list above, in CSV form:
Compound,RNase H inhibition
O=C(NCc1ccccn1)c1ccccc1Br,0%
COc1cccc(NC(=O)c2cccc(N3C(=O)c4ccccc4C3=O)c2)c1,8%
COc1ccc(O)c(/C=N/NC(=O)c2cccc(N3CCCC3=O)c2)c1,16%
Cc1cccc(C(=O)Nc2cccc(C(=O)Nc3ccccc3Cl)c2)c1,13%
CCCS(=O)(=O)C(=C(Nc1ccc(CC)cc1)Nc1ccc(CC)cc1)S(=O)(=O)CCC,13%
O=C(c1cc(Cl)ccc1Cl)n1nnc2ccccc21,21%
Nc1nnc(SCc2cccc3ccccc23)s1,0%
CC(C)(C)c1ccc(-c2n[nH]c(=S)n2N=Cc2c(O)ccc3ccccc23)cc1,11%
O=C1/C(=C/c2ccc(-c3ccccc3[N+](=O)[O-])o2)SC(=Nc2ccccc2)N1c1ccccc1,32%
CC(C)(C)C1=CC(=Nc2ccc(Br)cc2)C=C(C(C)(C)C)C1=O,2%
CCc1ccc(N2C(=O)NC(=O)/C(=C\c3cc(I)c(OC)c(OC)c3)C2=O)cc1,0%
c1ccc2c(c1)nnn1c3ccccc3nc21,6%
CCCCN(Cc1ccccc1)C(=O)C1CCN(Cc2cc(OC)c(OC)c(OC)c2)CC1,14%
CC1CCC(C(C)C)C(=O)/C1=C\c1ccc(N=Cc2ccccc2O)cc1 (centres undefined),6%
COc1cc(/C=C2/SC(=S)NC2=O)cc(Cl)c1OC(C)C,13%
CC1CN(C(=O)c2cccc(Cl)c2)CCN1C(=O)c1cccc(Cl)c1 (centres undefined),6%
COc1ccc(CCC(=O)C(C)(C)OC(C)=O)cc1,7%
CC(O)(C(=O)NN=C1CCCC1)c1ccccc1 (centres undefined),5%
C/C(=N\NC(=O)c1ccccc1Cl)c1ccncc1,3%

The listing continues.
SMILES | RNase H inhibition
CCOc1cc(/C=C(\C#N)c2nc3ncc(Br)cc3[nH]2)ccc1O | 3%
CCOc1cc(C=O)cc(Br)c1OCc1ccccc1F | 14%
CCc1ccc(-c2nnc(-c3ccccc3Cl)o2)cc1 | 22%
COc1cc(CN2CCN(Cc3ccc(C)cc3)CC2)cc(OC)c1 | 11%
Cc1ccc(S(=O)(=O)N/N=C2\CCCc3c2[nH]c2ccc(Br)cc32)cc1 | 10%
COc1ccccc1-c1n[nH]c(=S)o1 | 9%
CC1C(=O)CC(c2ccco2)NC1c1ccco1 (centres undefined) | 5%
Cc1ccc(C(=O)O/N=C(\N)c2cccc([N+](=O)[O-])c2)cc1 | 5%
CCC(=O)/C(C)=C(\NC(=O)c1ccccc1)c1ccccc1 | 16%
CCCCOc1cccc(C(=O)Nc2cc(-c3nc4ccccc4o3)ccc2C)c1 | 15%
O=C1NC(=S)N(c2cccc(Cl)c2)C(=O)/C1=C/c1ccc(N2CCCC2)o1 | 15%
Brc1ccccc1CN1CCN(Cc2ccncc2)CC1 | 3%
Cc1ccccc1N1C(=O)NC(=O)/C(=C\c2ccc(-c3ccccc3C(=O)O)o2)C1=O | 17%
COc1ccccc1NC(=O)CSc1nc2ccc(NC(C)=O)cc2s1 | 4%
O=c1c2c3c(sc2[nH]c(=S)n1-c1ccc(Cl)cc1)CCC3 | 9%
N/C(=N\OC(=O)c1cccc(Br)c1)c1ccncc1 | 23%
COc1ccc(C2=NN(c3ccccc3)C(c3cn(-c4ccccc4)nc3-c3cccnc3)C2)cc1 (centres undefined) | 21%
O=C(N/N=C\c1cc(O)c(Br)cc1Br)c1ccc(Br)cc1 | 5%
CN(C)CCNC(=O)C(=O)Nc1nc(C23CC4CC(CC(C4)C2)C3)cs1 | 2%
CC(C)(C)c1ccc(OCC(O)CSc2ncn[nH]2)cc1 (centres undefined) | 12%

The list goes on; the last two above are carried over.
SMILES | RNase H inhibition
CN(C)CCNC(=O)C(=O)Nc1nc(C23CC4CC(CC(C4)C2)C3)cs1 | 2%
CC(C)(C)c1ccc(OCC(O)CSc2ncn[nH]2)cc1 (centres undefined) | 12%
Cc1ccc(NC2=NS(=O)(=O)c3ccccc32)cc1 | 2%
Cc1ccc(C(=O)Nc2cc(Cl)ccc2C)cc1 | 4%
COC(=O)c1ccccc1OC(=O)c1ccccc1Br | 17%
COc1ccc(N(CC(=O)NCc2cccnc2)S(=O)(=O)c2ccccc2[N+](=O)[O-])c(OC)c1 | 0%
O=C(/C=C/c1ccc(-c2ccc(Cl)c(Cl)c2)o1)c1ccco1 | 2%
C/C(=N\NS(=O)(=O)c1ccc(C)cc1)c1cc2ccccc2oc1=O | 0%
CCc1c(C)sc(NC(=O)c2sc3ccccc3c2Cl)c1C#N | 27%

Screens (PubChem)
